ELG1 DNA repair = qHTS screen for small molecules that inhibit ELG1-dependent DNA repair in human embryonic kidney (HEK293T) cells expressing luciferase-tagged ELG1; HEK293T ELG1-luciferase reporter, luminescence, 16 h; DNA damage induced by 5-fluorouridine; Potency, µM (series often up to 46.1 µM), for inactives: at the top dose activity change, negative = inhibition, most hits filed as inhibitors; 2.3% of 330,000 active; AID 504467, 2011; note: potency is the fitted concentration of half-maximal effect; % is set by controls: 0 for no effect and ±100 for the full control effect; nearly all actives have a fitted effect of over 55% in size
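Step one: seed 2,000 cells per well. Step two: pin-transfer compound or DMSO alongside 5-fluorouridine. Step three: incubate 16 hr, 37 °C, 5% CO2. Step four: add ONE-Glo, wait 30 min, read luminescence.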
KCNH2 3.1 block = qHTS for Inhibitors of KCHN2 3.1: Mutant qHTS; Potassium voltage-gated channel subfamily H member 2, brain isoform KCNH2 3.1 (human); U2OS KCNH2 3.1, thallium flux FluxOr; active compounds read low; activity change, % (tested at about 1.8 µM); 0.95% of 340,000 active;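 active = maximum activity change below -70%; inconclusive = maximum activity change from -70% to -50%; inactive = maximum activity change above -50%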;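 note: thallium influx rate constant from kinetic fluorescence after stimulation buffer; % is set by controls: 0 for no effect and ±100 for the full control effect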
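Thallium flux read-out: FluxOr dye with Red40 quencher in HBSS/HEPES, 45 min at RT. Rate constants from kinetic reads were normalized to positive and negative DMSO controls. Cells: U2OS virally expressing the 3.1 isoform.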
TRPV1 agonist = HTS Assay for Compounds that Act as Agonists of the Vanilloid Receptor 1. TRPV1-expressing cells, Fluo-8 calcium influx, agonist mode. 0.19% of 320,000 active. Transient receptor potential cation channel subfamily V member 1 (Homo sapiens), Q8NER1. activation, % at 8.33 µM; in the data active = activation above about 80%; inconclusive = between about 30% and that limit; note: 0% is about no effect
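Cells expressing TRPV1 were dye-loaded with Fluo-8 and read kinetically: 10 s baseline, 3 min after compound (agonist portion), then 2 min after EC20 capsaicin (allosteric enhancer portion). Calcium-bound dye fluorescence at 480/520 nm.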
AT treatment = qHTS Assay for Identifying a Potential Treatment of Ataxia-Telangiectasia | AID 485349, 2010 | 0.19% of 320,000 active | Potency, µM (titrated, usually from 57.5 µM), for inactives: at the top dose activation, actives largely listed as activators | […] A-T fibroblasts, KAP-1 phosphorylation AlphaLISA; neocarzinostatin DNA damage 30 min before lysis; note: potency is the fitted concentration of half-maximal effect; % of control where 0% means no effect; nearly all actives have a fitted effect of over 45% in size
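hTERT-immortalized A-T patient fibroblasts ([…]), 500 cells/well in OPTI-MEM, 1% FBS, got compounds for 60 min, then NCS for 30 min at 37C. Lysates were then assayed for phospho-KAP-1 by AlphaLISA (anti-pKAP1 donor, anti-KAP1 acceptor beads), 6 hr at 25C.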
TCR activator = Activators of T cell receptors: qHTS campaign; primary human leukocytes, anti-CD3, IL-2 HTRF, 48 h; Potency, µM (top dose mostly 9.22 µM), inactives show top-dose activation of IL-2 secretion, most hits filed as activators; 330,000 tested, under 10 active; note: % of control where 0% means no effect
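Human primary leukocytes + a-CD3 beads + cpd, 48 hr; IL-2 in supernatant by HTRF (ex 320nm / em 665nm). No co-stimulatory signal supplied.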
Eya2 inh = qHTS Assay for Inhibitors of the Phosphatase Activity of Eya2; recombinant Eya2, OMFP fluorescence dephosphorylation (OMFP is methylfluorescein phosphate); Potency, µM (titrated, usually from 76.9 µM), for the others: at the top dose activity, negative = inhibition, hits mostly inhibitors; 0.006% of 330,000 active; AID 488837, 2010; note: potency is the fitted concentration of half-maximal effect; % is set by controls: 0 for no effect and ±100 for the full control effect
Target sequence (O00167 whole entry, looked up): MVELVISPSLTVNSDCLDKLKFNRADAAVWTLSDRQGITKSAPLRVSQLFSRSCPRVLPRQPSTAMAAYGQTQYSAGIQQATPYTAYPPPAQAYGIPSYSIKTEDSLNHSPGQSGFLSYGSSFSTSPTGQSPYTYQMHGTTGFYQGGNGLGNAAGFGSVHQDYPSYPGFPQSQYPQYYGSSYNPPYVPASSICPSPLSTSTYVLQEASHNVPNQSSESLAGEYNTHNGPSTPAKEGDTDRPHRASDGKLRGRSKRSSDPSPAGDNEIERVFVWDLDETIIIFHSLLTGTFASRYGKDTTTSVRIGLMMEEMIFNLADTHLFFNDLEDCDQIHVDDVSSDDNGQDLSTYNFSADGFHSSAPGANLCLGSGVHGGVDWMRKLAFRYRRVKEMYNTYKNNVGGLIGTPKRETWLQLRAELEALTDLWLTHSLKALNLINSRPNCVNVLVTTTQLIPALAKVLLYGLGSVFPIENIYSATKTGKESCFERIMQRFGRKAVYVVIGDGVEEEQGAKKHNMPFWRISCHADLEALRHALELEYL
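Eya2 protein (added as 0.2 uM solution) was preincubated with compound for 10 min at ambient temperature in 50 mM HEPES pH 7.5, 50 mM NaCl, 5 uM MgCl2, 0.05% BSA, 1 mM DTT. OMFP (added at 50 uM) then reacted 10 min; fluorescence read at 485/525 nm.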
Mito fusion act = qHTS Assay for Small Molecule Inhibitors of Mitochondrial Division or Activators of Mitochondrial Fusion; S. cerevisiae fusion-defective mutant growth rescue, CellTiterGlo 48 h; Potency, µM (highest dose often 46.1 µM), without a hit: at the highest dose growth rescue (activation), most hits filed as activators; 0.23% of 320,000 active; AID 485298, 2010;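 note: potency is the fitted concentration of half-maximal effect; % of control where 0% means no effect; nearly all actives have a fitted effect of over 45% in size; temperature-sensitive fusion mutants such as fzo1-1 at 37 °C on non-fermentable ethanol glycerol medium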
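Growth-rescue viability read-out: after 48 h at the non-permissive 37C in glycerol/ethanol YPEG, yeast mitochondrial fusion mutants are measured by CellTiterGlo luminescence; compounds (23 nl pinned per well) restoring growth score as division inhibitors or fusion activators.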
USP2a inh = qHTS Assay for Inhibitors of Ubiquitin-specific Protease USP2a Using CHOP2 as the Reporter; Ubiquitin carboxyl-terminal hydrolase 2 (Homo sapiens), O75604; USP2 core, Ub-CHOP2 coupled fluorogenic reporter, 485/531; Potency, µM (top dose mostly 38.3 µM), inactives show at the top dose activity change, negative = inhibition, hits mostly inhibitors; 0.01% of 330,000 active; AID 463254, 2010;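 note: potency is the fitted concentration of half-maximal effect; plate controls were DMSO wells for no effect and full inhibition by NEM control for full effect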
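Cell-free coupled assay: 10nM USP2 core preincubated 30min RT with compound in Tris-HCl pH 8.0/CaCl2/CHAPS buffer, then 25nM Ub-CHOP2 and 25nM reporter substrate; fluorescence (Ex 485/Em 531) read after 60min RT, normalized to NEM inhibition, concentration-response curves fitted.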
hERG WT inh = qHTS for Inhibitors of KCHN2 3.1: Wildtype qHTS; U2OS, BacMam KCNH2, thallium flux FluxOr; active compounds read low; AID 720551, 2013; activity change, % at 1.84 µM; Voltage-gated inwardly rectifying potassium channel KCNH2 (Homo sapiens), Q12809; 0.37% of 340,000 active;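 active = maximum activity change below -70%; inconclusive = maximum activity change between -70% and -50%; inactive = maximum activity change above -50%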; note: % is set by controls: 0 for no effect and ±100 for the full control effect
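U2OS cells transduced with wild-type KCNH2 virus are loaded with FluxOr dye for 45 min, and thallium flux is measured in kinetic reads before and after stimulation buffer. Rate constants are normalized to DMSO controls.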
TSHR antag = Antagonists of the Thyroid Stimulating Hormone Receptor: HTS campaign; activity change, negative = inhibition, % at 11.5 µM; 0.2% of 330,000 active; TSHR-expressing cells, TSH-stimulated cAMP HTRF, 2 h; active compounds read low;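 active = activity change below a set negative limit, meaning inhibition stronger than a set level, cut at about -70% in these data; inconclusive = activity change between two set negative limits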; note: % is set by controls: 0 for no effect and ±100 for the full control effect
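TSHR-expressing cells were treated with compounds, then stimulated with TSH at EC80 (4nM final) for 2 hours at 37 deg C. Cellular cAMP was measured by HTRF competition between lysate cAMP and cAMP-d2 for a cryptate-labelled anti-cAMP antibody.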
* marks the source's active call; other numbers are inactive results; ? = inconclusive; nt = not tested or not shown; [ ] = dose if it differs, or a comment. Unless noted, calls come from the whole dose curve; as a rule, active = well fitted curve in the direction sought with a large enough effect; inconclusive = small, poorly fitted or top-dose-only effect, or another doubt; inactive = no such curve, though single readings can be large; an effect the other way counts as inactive or inconclusive.

SMILES	ELG1 DNA repair	KCNH2 3.1 block	TRPV1 agonist	AT treatment	TCR activator	Eya2 inh	Mito fusion act	USP2a inh	hERG WT inh	TSHR antag
Cc1cc(C(=O)N/N=C/c2cccs2)n[nH]1	?	-10	6	-1%	9%	-8%	-4%	6%	6	-6
O=S(=O)(NC1CCN(Cc2ccccc2)CC1)c1cccc(S(=O)(=O)N2CCOCC2)c1	9%	-13	-5	-4%	-10%	2%	0%	2%	0	-2
Cc1nc(N)sc1N=Nc1ccc(F)cc1	?	-1	17	1%	0%	-7%	2%	1%	16	-7
Cn1c(=O)cc(C(=O)N/N=C/c2ccc(F)cc2)[nH]c1=O	16%	-19	-4	-2%	-3%	-4%	0%	3%	-1	-5
CC(=O)Nc1ccc(S(=O)(=O)N(C)CC(=O)NNC(=O)c2cccs2)cc1	20%	-6	nt	-4%	nt	-20%	nt	6%	-9	nt
c1ccn2c(Cc3nnc4ccccn34)nnc2c1	-6%	-44	3	-3%	nt	-4%	0%	-1%	-11	55
O=S(=O)(Nc1ccccc1N1CCCCC1)c1cccs1	5%	-4	9	0%	-8%	4%	-4%	-4%	5	-2
O=C(COc1ccc(S(=O)(=O)N2CCCC2)cc1Cl)NC1CC1	1%	3	-1	0%	-104%	-16%	-2%	0%	1	3
O=C(NC(=S)Nc1ccccc1Br)C1CCCCC1	?	-1	nt	-7%	-2%[46.1 µM]	-1%	nt	-3%	-7	-16
O=C(OCc1ccc2c(c1)OCO2)c1cccc(S(=O)(=O)N2CCCCC2)c1	-20%	-2	3	6%	-5%	-7%	17%	-1%	-20	-5
CCC(CC)C(=O)Nc1ccc(C)cc1O	-7%	-8	?	10%	0%	-7%	6%	-1%	-16	8
CC1(C)Cc2nc3sc(C(=O)O)c(N)c3cc2CS1	0%	nt	3	7%	nt	17%	1%	2%	nt	-6
COc1cccc(NCCC(=O)c2cccc([N+](=O)[O-])c2)c1	?	5	17	-6%	3%	-6%	4%	-1%	6	-2
COc1cc(Cl)c(CC(=O)c2c[nH]c3ccccc23)cc1OC	?	6	15	-2%	-1%	7%	0%	3%	-4	-8
Cc1cccc(NC(=O)c2sccc2-n2cccc2)c1C	23%	-13	2	6%	-24%	5%	7%	-2%	-6	-2
CC(C)c1ccc(C(=O)NNC(=O)C2C3CCC(C3)C2C(=O)O)cc1 (centres undefined)	?	nt	1	7%	nt	1%	-2%	0%	nt	0
O=C(CCS(=O)(=O)c1ccc(Br)cc1)Nc1ccc(Br)cc1F	0%	18	18	7%	3%[46.1 µM]	-5%	-2%	-1%	5	-8
Nc1nc(NCc2ccccc2)nc(NCc2ccccc2)c1[N+](=O)[O-]	8%	5	-5	-2%	-5%[46.1 µM]	4%	14%	0%	-5	-4
Cn1cnnc1SCC(=O)Nc1ccccc1C(=O)NC1CCCC1	0%	10	-2	2%	3%	0%	5%	-1%	6	-4
Cc1ccc(S(=O)(=O)N2[C@@H](c3ccc(F)cc3)C(C(=O)O)=CC[C@H]2c2cccc(C)c2)cc1	7%	4	-4	-3%	-6%	10%	-2%	2%	6	-12
CC(C)[C@H](NC(=O)c1ccco1)C(=O)OCC(=O)Nc1ccccc1OC(F)F	-7%	10	-8	-2%	12%	4%	-1%	0%	2	2
O=C(C(=O)N1CCCc2ccccc21)N1CCCc2ccccc21	8%	14	27	1%	3%[46.1 µM]	-2%	2%	1%	-7	16
COc1ccccc1NC(=O)c1ccc(C(=O)Nc2ccccc2OC)nc1	8%	-14	10	1%	7%	5%	3%	2%	0	-39
COCCN(C(=O)CCCC(=O)Nc1ccccn1)C(C(=O)NC1CCCC1)c1ccc(C)cc1 (centres undefined)	-3%	-13	3	8%	0%	-7%	-3%	-2%	2	-11
Cc1ccc(NC(=O)CN2C(=S)NC(C)(C)CC2C)cc1Cl (centres undefined)	-29%	4	2	-1%	nt	-9%	2%	10%	-3	-4
Cc1ccccc1NS(=O)(=O)c1cc(C(=O)N2CCCC2)ccc1C	0%	10	1	7%	5%	8%	0%	0%	5	-9
Cc1c(NC2(c3nnnn3-c3ccc(Br)cc3)CCCCC2)c(=O)n(-c2ccccc2)n1C	0%	-8	17	0%	1%	11%	18%	2%	-2	-9
CC1CCN(CCCNC(=O)CN2C(=O)CSc3ccc(S(=O)(=O)N4CCOCC4)cc32)CC1	0%	5	-2	6%	-2%	15%	1%	-10%	13	-89*
Cc1cc(C(=O)NNC(=O)c2ccc(Cl)c(S(N)(=O)=O)c2)c(C)o1	2%	1	nt	3%	3%	-11%	nt	-1%	2	0
O=C(O)CN1C(=O)/C(=C2\C(=O)N(Cc3ccccc3Cl)c3ccccc32)SC1=S	-3%	10	12	2%	-5%	8%	-4%	2%	-17	-12
CCN1C(=O)[C@H]2[C@@H](c3ccc(-c4ccc(Cl)c(Cl)c4)c(OC)c3)N3CCCC[C@@]3(C(=O)OC)[C@H]2C1=O	-19%	17	nt	-7%	10%	7%	nt	1%	0	-3
[O-]/[N+](=C\c1ccc(OC(F)F)cc1)c1ccccc1	?	-4	0	-1%	11%	17%	4%	3%	-26	3
O=C(CN1CCCC1)N1CCCc2ccccc21	3%	-5	0	2%	-2%	-1%	6%	-3%	-3	-2
CC(C)CCNC(=O)NC(=O)CN1C(=O)NC2(CCCCC2)C1=O	10%	-3	2	-3%	1%[46.1 µM]	-12%	-3%	4%	-5	5
CCOC(=O)c1sc(-c2ccc(C(F)(F)F)cc2)nc1O	11%	5	3	11%	-9%	7%	-12%	1%	-10	-6
COc1cccc(CN(C)C(=O)CN2C(=O)NC3(CCCc4ccccc43)C2=O)c1 (centres undefined)	9%	-1	-3	-2%	1%	-12%	-3%	-1%	-18	0
CCc1ccccc1NC(=O)NC1CCCCCCC1	10%	0	11	-13%	14%	0%	-1%	-1%	0	1
CCC(=O)N1CCc2cc(Br)cc(S(=O)(=O)N3CCCCC3CC)c21 (centres undefined)	-3%	15	2	1%	0%	-13%	?	-4%	2	3
O=C(COc1ccccc1Cl)Nc1nnc(S(=O)(=O)N2CCCC2)s1	-5%	2	3	4%	6%	-5%	1%	3%	-10	-5
Cn1c(=O)n(C)c2cc(S(=O)(=O)NCc3ccco3)ccc21	-1%	0	-3	6%	-4%	20%	1%	-1%	5	-4
CCC(=O)N1CCc2cc(S(=O)(=O)CCC(=O)Nc3cccc(C)n3)ccc21	-2%	8	4	1%	4%	-22%	-1%	-1%	17	4
COc1cc(CN2CCC(CCC(=O)NC3CC3)CC2)cc(Cl)c1OC	-2%	-1	-2	-4%	-3%	2%	-2%	-2%	28	14
c1ccc(CNc2nc(N3CCOCC3)nc(N3CCOCC3)n2)cc1	?	0	7	-1%	-1%[46.1 µM]	-5%	-1%	-4%	11	-2
COc1ccc2c(c1)CCc1c-2n[nH]c1C(=O)O	22%	2	1	-1%	11%	-1%	0%	4%	-4	1
CCOC(=O)CSc1cn2c(n1)CCC2	10%	7	-2	1%	-2%[46.1 µM]	6%	-3%	0%	-16	10
CCOc1cc(/C=N\NC(=O)Cn2nnc3ccccc32)ccc1O	5%	-2	-5	3%	-2%	13%	24%	8%	4	-2
CCOC(=O)c1sc2nc(C)n(CC(=O)NCC3CCCO3)c(=O)c2c1C (centres undefined)	1%	13	2	3%	1%	-7%	0%	4%	-2	1
COc1ccc(-c2cc(C)no2)cc1S(=O)(=O)N1CCCN(Cc2ccc(F)cc2)C1	-3%	-13	13	9%	2%	-3%	-5%	3%	-7	3
CC(C)(C)Cc1nc(-c2ccccn2)no1	?	nt	-1	5%	-1%	-11%	-5%	2%	2	2
Cc1ccccc1OCc1n[nH]c(=S)n1-c1cccc(Cl)c1	11%	-23	6	-1%	nt	-1%	-1%	-1%	-2	7
N#CCOc1ccc2oc(-c3ccco3)cc(=O)c2c1	?	nt	16	8%	nt	-2%	-1%	2%	nt	-6
CC1CCCC(C)N1CC(C)(C)NS(=O)(=O)c1ccc(Cl)cc1 (centres undefined)	-8%	-16	0	3%	-2%	-29%	3%	2%	3	0

An excerpt. The share of hits here may be higher or lower than overall.
